NCI-60 one-dose screen, 48 h, at 10 µM unless noted. Numbers give growth in % (100 = growth as untreated, 0 = no growth, -100 = all killed).
UACC-257: UACC-257 melanoma | 78,000 compounds, 4.4% hits
LOX IMVI: LOX IMVI melanoma. AID 1794757. 79,000 compounds, 7.4% hits
MDA-MB-435: MDA-MB-435 melanoma; 82,000 compounds, 7.8% hits
SK-MEL-5: SK-MEL-5 melanoma; 80,000 compounds, 6.4% hits; AID 1794755
SK-MEL-2: SK-MEL-2 melanoma. 77,000 compounds, 4.7% hits. AID 1794763
MALME-3M: MALME-3M melanoma | AID 1794766 | 78,000 compounds, 5.8% hits
UACC-62: UACC-62 melanoma. AID 1794756. 81,000 compounds, 5.4% hits
SK-MEL-28: SK-MEL-28 melanoma; 81,000 compounds, 4.1% hits; AID 1794761
Active calls of the source: *; · = no result given; & = joins results of further samples. How the source made its calls: active means growth percent below 10; inactive means the rest.

SMILES | UACC-257 | LOX IMVI | MDA-MB-435 | SK-MEL-5 | SK-MEL-2 | MALME-3M | UACC-62 | SK-MEL-28
Clc1ccc(/C=N\N2CCCCCC2)cc1Cl | 104 | · | 105 | 95 | 105 | · | 88 | 100
CCC(C(CC(=O)c1ccccc1)c1ccccc1)[N+](=O)[O-] (configuration not stated) | 92 | 87 | 95 | 97 | 87 | 98 | 86 | 98
Cc1ccc2nc(Cl)cc(=O)n2c1 | 112 | 112 | 106 | 120 | 107 | 135 | 102 | 120
COC(=O)c1[nH]c(=O)c(C#N)c(C(=O)OC)c1-c1ccc(F)cc1 | 75 | 93 | 103 | 100 | 119 | 96 | 89 | 104
CCOC(=O)C(CCc1ccncc1)C(=O)CC(C)C (configuration not stated) | 106 | 105 | 110 | 99 | 105 | 110 | 100 | 105
CC(=O)NC(CCC(=O)c1ccc(Cl)cc1)(C(=O)O)C(=O)O | 90 | 100 | 104 | 97 | 93 | 99 | 96 | 115
COc1ccc(CN2[C@H](C(=O)NCc3ccc(C(=O)NO)cc3)Cc3c([nH]c4ccccc34)[C@H]2C2CC2)cc1 | 43 | 35 | 18 | 67 | 45 | 30 | 21 | 44
COC(=O)CC(C(=O)C=[N+]=[N-])N1C(=O)c2ccccc2C1=O (configuration not stated) | 108 | 112 | 105 | 112 | 132 | 131 | 98 | 121
COc1ccc(C(=O)c2sc3nc(-c4cccs4)ccc3c2N)cc1OC | 76 | 55 | 5.6* | 24 | 16 | 59 | 59 | 59
Nc1nonc1-n1nnc(C(=O)N2CCOCC2)c1-c1ccccc1 | 112 | 97 | 106 | · | 103 | 96 | 100 | 102
CC(C)(C)C1CCNC(=O)CC1 (configuration not stated) | 99 | 93 | 101 | 97 | 99 | 105 | 101 | 108
CCn1c(=N)sc2nc3ccccc3n2c1=O | 90 | 99 | 106 | 97 | 95 | 124 | 95 | 102
C=C(C)C(=O)OCCO | · | 94 | 111 | 91 | 93 | 94 | 91 | 100
[C-]#[N+]c1c(-c2ccc(OC)cc2)cc(-c2ccc(Cl)cc2)[nH]c1=O | 111 | 88 | 110 | 86 | 98 | 112 | 102 | 128
CCN(CC)c1ccc(C)cc1 | 128 | 102 | 110 | 107 | · | 110 | 107 | 116
COc1cc(-c2csc(NC(=O)Nc3ccc(C(F)(F)F)cc3)n2)cc(OC)c1OC | -18* | 4.2* | -27* | -55* | -24* | -12* | -0.6* | 16
CCOc1cccc(OCC(=O)O)c1 | 92 | 94 | 101 | 95 | 100 | 103 | 98 | 106
CC(=O)c1c(C)nc(-c2ccc(F)cc2)nc1-c1cccc(Oc2ccccc2)c1 | 104 | 107 | 93 | 98 | · | 107 | 93 | 104
Cc1ccc(C2CC(c3ccc(Nc4nc(NCCO)nc(Nc5ccc(Cl)cc5)n4)cc3)=Nc3c(N)nc(N)nc3N2)cc1 (configuration not stated) | 113 | -94* | -93* | 67 | 99 | 96 | 107 | 110
CC(C)(O)Cc1ccccc1 | 108&103 | 83&94 | 99&100 | 104&98 | 110&98 | 89 | 115&94 | 111&117
CC(=O)c1ccc(Nc2nc(Cl)nc(Oc3c(C(C)C)cccc3C(C)C)n2)cc1 | 96 | 76 | 90 | 90 | 90 | 98 | 58 | ·
COc1cc(Cn2cc(CNC(=O)c3cccnc3Nc3ccc(OC)cc3OC)nn2)cc(OC)c1 | 112 | 102 | 103 | 98 | 97 | · | 101 | 121
O=[N+]([O-])c1ccc(Nc2ccncc2)cc1 | 108 | 95 | 112 | 110 | 96 | 113 | 111 | 112
COc1ccc(-c2oc3ccc(C)cc3c(=O)c2O)cc1OC | 89 | 71 | 90 | 79 | 94 | 95 | 86 | 103
Cc1ccc(-c2nnc(SCc3ccc(O)c4ncccc34)o2)cc1 | 9.7* | 4.7* | 18 | 2.4* | 35 | 1.8* | 2.6* | 23

Five compounds already listed, ordered by molar mass, low to high:
SMILES | UACC-257 | LOX IMVI | MDA-MB-435 | SK-MEL-5 | SK-MEL-2 | MALME-3M | UACC-62 | SK-MEL-28
CC(C)(O)Cc1ccccc1 | 108&103 | 83&94 | 99&100 | 104&98 | 110&98 | 89 | 115&94 | 111&117
CCN(CC)c1ccc(C)cc1 | 128 | 102 | 110 | 107 | · | 110 | 107 | 116
CC(C)(C)C1CCNC(=O)CC1 (configuration not stated) | 99 | 93 | 101 | 97 | 99 | 105 | 101 | 108
COC(=O)c1[nH]c(=O)c(C#N)c(C(=O)OC)c1-c1ccc(F)cc1 | 75 | 93 | 103 | 100 | 119 | 96 | 89 | 104
Cc1ccc(-c2nnc(SCc3ccc(O)c4ncccc34)o2)cc1 | 9.7* | 4.7* | 18 | 2.4* | 35 | 1.8* | 2.6* | 23

Of the compounds above, these have a COOH group:
SMILES | UACC-257 | LOX IMVI | MDA-MB-435 | SK-MEL-5 | SK-MEL-2 | MALME-3M | UACC-62 | SK-MEL-28
CC(=O)NC(CCC(=O)c1ccc(Cl)cc1)(C(=O)O)C(=O)O | 90 | 100 | 104 | 97 | 93 | 99 | 96 | 115
CCOc1cccc(OCC(=O)O)c1 | 92 | 94 | 101 | 95 | 100 | 103 | 98 | 106

(more compounds)
SMILES | UACC-257 | LOX IMVI | MDA-MB-435 | SK-MEL-5 | SK-MEL-2 | MALME-3M | UACC-62 | SK-MEL-28
COC(=O)CCC(=O)Nc1cc(C)ccc1C | 88 | 93 | 112 | 100 | 115 | 105 | 103 | 112
COc1nc(N)nc2c1ncn2C1OC(CO)CC1O (configuration not stated) | 111 | 107 | 105 | 105 | 106 | 100 | 100 | 108
O=C1Nc2c(sc3ccc(Cl)cc23)C(c2cccc([N+](=O)[O-])c2)N1 (configuration not stated) | 99 | 95 | 103 | 97 | 98 | 83 | 91 | 106
CC1/C=C/C=C/CC/C=C/C=C/C=C/C=C/C(OC2OC(C)C(O)C(N)C2O)CC2OC(CC(O)C(O)CCC(O)CC(O)CC(O)CC(=O)OC(C)C(C)C1O)CC(O)C2C(=O)O (configuration not stated) | 119 | 97 | 102 | 48 | 121 | 97 | 96 | ·
CC(N)c1nnc2n(Cc3ccccc3)c(=O)c3c4c(sc3n12)CCCC4 (configuration not stated) | 90 | 97 | 100 | 101 | 100 | 111 | 91 | 118
N#Cc1c(-c2ccc(F)cc2)nc(SCc2ccc([N+](=O)[O-])cc2)nc1N1CCN(c2ccccc2)CC1 | 98 | 95 | 98 | 91 | 102 | 101 | 82 | 105
CCN(CC)CCCC(C)Nc1ccnc2cc(C)c(C)cc12 (configuration not stated) | 104 | 80 | 95 | 105 | 122 | 162 | 102 | 118
Cn1cc(-c2cc(N)n3nc(-c4cn(C)c5ccc(Cl)cc45)cc3n2)c2ccccc21 | 102 | 110 | 101 | 99 | 114 | 104 | 98 | 97
O=C1CCCCN1CCCCC#Cc1ccccc1C#Cc1ccccn1 | · | 97 | 98 | 98 | 64 | 100 | 84 | 110
C=CCn1c(-c2nc3ccc(C(=C(C#N)C#N)c4ccccc4)cc3[nH]2)cc2cc(-c3ccc(C=O)cc3)ccc21 | 106 | 70 | 95 | 52 | 95 | 112 | 70 | 79
CC(N1CCN(C)CC1)C(O)(c1ccccc1)C1CCCCC1 (configuration not stated) | 83 | 93 | 102 | 97 | 94 | 94 | 99 | 103
Nc1c(C(=O)Nc2ccc3c(c2)OCCO3)sc2ncccc12 | 103 | 102 | 98 | 107 | · | 106 | 97 | 116
Cc1ccc(Nc2nc3n[nH]c(Nc4cccc(Cl)c4)c3c(=O)[nH]2)cc1 | 96 | 93 | 106 | 103 | 99 | 104 | 100 | 114
COc1ccc(Cn2cc(C(=O)N=Nc3c(O)[nH]c4ccc(Br)cc34)nn2)cc1 | 102 | 107 | 101 | 98 | 98 | -90* | 97 | 115
NC(N)=N/N=C/c1ccccc1Cl | 90 | 100 | 98 | 100 | 123 | 92 | 96 | 111
NS(=O)(=O)c1ccc(N2N=C(c3ccccc3)CCC2=O)cc1 | 97 | 108 | 97 | 105 | 107 | · | 106 | 120
O=[N+]([O-])c1ccc(NCCO)c([N+](=O)[O-])c1 | 94 | 106 | 102 | 96 | 102 | 114 | 102 | 108
CCCCSc1nc(Nc2ccc(S(N)(=O)=O)cc2)c(C#N)c(-c2cc(OC)c(OC)c(OC)c2)n1 | 62 | 7.8* | 33 | 21 | 88 | 8.3* | 22 | 35
O=S(=O)(NC1C2CC3CC(C2)CC1C3)c1ccc2c(c1)C(=NO)c1cc(S(=O)(=O)NC3C4CC5CC(C4)CC3C5)ccc1-2 (configuration not stated) | 99 | · | 109 | 99 | 123 | 102 | 95 | 102
O=Nc1c(-c2c(O)[nH]c3ncccc23)[nH]c2ccccc12 | 93 | 45 | 73 | 72 | 15 | 91 | 57 | 75
Cn1cc(C2=C(c3cccc4ccccc34)C(=O)N(O)C2=O)c2ccccc21 | 108 | 67 | 103 | 96 | 101 | 90 | 88 | 107
O=c1c(F)cn2c(=O)n1Cc1ccccc1C2 | 106 | 85 | 92 | 117 | 94 | 83 | 90 | 111
C=CC(=O)Nc1ccc2ncnc(Nc3cccc(NS(=O)(=O)CCC)c3Cl)c2c1 | 5.1* | 41 | 26 | 52 | 52 | 7.8* | 6.4* | 15
COc1ccc(NC(=O)/C=N/O)cc1 | 107 | 97 | 107 | 97 | 117 | 113 | 94 | 93
Cc1ccc2nc(SCc3cc(=O)oc4ccc(C)cc34)[nH]c2c1 | 105 | 100 | 96 | 100 | 99 | 98 | 90 | 103

Next part
SMILES | UACC-257 | LOX IMVI | MDA-MB-435 | SK-MEL-5 | SK-MEL-2 | MALME-3M | UACC-62 | SK-MEL-28
S=c1c2ncccc2c(-c2ccccn2)nn1Cc1ccccn1 | 96 | 95 | 100 | 105 | 92 | 90 | 104 | 117
O=C(COc1ccc(NC(=O)Nc2ccc(Cl)cc2)cc1)N/N=C/c1ccc(O)cc1 | 98 | · | 104 | 100 | 105 | 96 | 95 | 104
CCCCC(CO)ON=C(C)C (configuration not stated) | 99 | 97 | 100 | 104 | 110 | 105 | 100 | 104
Cn1c(-c2ccc3c(c2)OCO3)cc(=O)c2cc3c(cc21)OCO3 | 88 | 103 | 103 | 98 | 111 | 106 | 91 | 111
Cc1ccc(Cc2cnc(NC(=O)C(=S)N3CCOCC3)s2)cc1 | 102 | 97 | 102 | 100 | 103 | 103 | 95 | 111
CCOC(=O)c1[nH]nc2c1C1(C(=O)Nc3ccccc31)C(C#N)=C(N)O2 (configuration not stated) | 103 | 98 | 98 | 100 | 103 | 95 | 101 | 110
Cc1cc(C)c(C#N)c(Cl)n1 | 95 | 101 | 107 | 104 | 89 | 65 | 98 | 101
COc1ccc(/C(=C\c2cc(OC)c(OC)c(OC)c2)C(=O)N2CCCNCC2)cc1 | 102 | 103 | 111 | 100 | · | 113 | 105 | 111
CC[N+](CC)(CC(=O)Nc1c(C)cccc1C)Cc1ccccc1 | 92 | 98&79 | 99&95 | 99&86 | 119&107 | 90&96 | 93&82 | 103&100
O=C(Oc1c(Cl)c(Cl)c(Cl)c(Cl)c1Cl)c1ccc(Cl)cc1 | 97 | 93 | 97 | 99 | 86 | 92 | · | 103
Cc1ccc(NS(=O)(=O)c2ccc(-c3cnc(C4CC4)o3)cc2)cc1C | 50 | 39 | 4.5* | -3.9* | 39 | 43 | 24 | 66
CC/C=C\C[C@H](O)C/C=C1/C(=O)C=C[C@@H]1C/C=C\CCCC(N)=O | -12* | -56* | 23 | -95* | 14 | -15* | -46* | -14*
C#CCOc1cc(-c2nc3sccn3c2-c2ccnc(SC)n2)ccc1F | 110 | 89 | 100 | 67 | · | 120 | 71 | 103
COc1cc(NC(=O)Nc2cnc(Nc3ccc(N4CCOCC4)cc3)nc2Oc2ccc(F)cc2)cc(OC)c1 | 78 | 91 | 88 | 81 | 101 | 63 | 106 | 106
O=C1/C(=C2\SC(=S)N(Cc3ccco3)C2=O)SC(=S)N1Cc1ccco1 | 96 | · | 88 | 96 | 105 | 93 | 86 | 99
CSc1nc(Cl)c(C#N)c(-c2ccc(Cl)cc2)n1 | 105 | 98 | 102 | 104 | 113 | 110 | 98 | 114
CC(C)OC(=O)Nc1cccc(F)c1 | 100 | 94 | 94 | 99 | 102 | 91 | 92 | 98
COc1ccc(C2CC(=O)Oc3c(OC)c4c(c(OC)c32)OCO4)cc1 (configuration not stated) | 101 | 90 | 57 | 105 | 101 | 94 | 91 | 96
CC1=CC(=O)CC(C)(C)C1(O)/C=C/C(C)=C\C(=O)O (configuration not stated) | 96 | 104 | 105 | 112 | · | 108 | 110 | 112
Cc1cccc(Cc2ccc(Cl)cc2)c1O | 101 | 96 | 97 | 102 | 101 | 86 | 90 | 99
O=C(Cn1c2c(sc1=O)[C@H]1[C@@H](O)[C@@H](O)[C@H](O)[C@@H]1CS2)Nc1nccs1 | 103 | · | 103 | 101 | 108 | 96 | 98 | 99
COCCOc1cc2ncnc(N3CCN(c4ncc(Cc5ccccc5)cn4)CC3)c2cc1OCCOC | 94 | 83 | 98 | 66 | 104 | 103 | 80 | 95
O=C(NNC(=O)c1ccc(-n2cc(-c3ccccc3)nn2)cc1)Nc1ccc([N+](=O)[O-])cc1 | 108 | 100 | 103 | 99 | 108 | 99 | 95 | 109
O=C1CC23OC(C(O)c4ccccc4N12)C1C(c2ccccc2)=NOC13 (configuration not stated) | 89 | 38 | -28* | 32 | 41 | 50 | 28 | 64
COc1cc(/C=C/C(C)=O)ccc1OCc1ccc(C(C)(C)C)cc1 | 70 | 56 | 81 | 71 | 97 | 69 | 79 | 81

An excerpt from above, showing only UACC-62 and MALME-3M.
structure	UACC-62	MALME-3M
Cc1ccc(NS(=O)(=O)c2ccc(-c3cnc(C4CC4)o3)cc2)cc1C	24	43
CC/C=C\C[C@H](O)C/C=C1/C(=O)C=C[C@@H]1C/C=C\CCCC(N)=O	-46*	-15*
C#CCOc1cc(-c2nc3sccn3c2-c2ccnc(SC)n2)ccc1F	71	120

Rows were taken by chance; about 12% have a hit in one of these screens.
